# LYPLA2 counter: counter-screen for PME1 inhibitors: inhibitors of human LYPLA2. O95372. recombinant LYPLA2, FP-Rh probe fluorescence polarization. inhibition, % at 5.9 µM. 320,000 compounds, 0.38% hits;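 active = inhibition above the screen-wide mean plus 3 SD, limit set per campaign, cut at about 26% in these data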;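 also: 0% = LYPLA2 with DMSO and 100% = wells lacking LYPLA2 enzyme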
# Target sequence (O95372 whole entry, looked up): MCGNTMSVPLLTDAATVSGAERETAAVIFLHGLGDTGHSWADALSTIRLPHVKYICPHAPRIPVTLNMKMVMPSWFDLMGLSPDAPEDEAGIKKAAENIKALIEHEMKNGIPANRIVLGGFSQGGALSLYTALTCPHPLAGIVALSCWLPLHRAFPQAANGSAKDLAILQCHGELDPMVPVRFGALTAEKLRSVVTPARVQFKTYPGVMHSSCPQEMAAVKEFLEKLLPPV
# HCV core dimer: blocks dimerization of HCV core protein | TR-FRET GST/Flag-core106 dimerization, 1536-well | inhibition, % at 5 µM | 300,000 compounds, 0.33% hits;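 active = inhibition above the mean of all tested compounds plus 3 SD, set per screening campaign, cut at about 45% in these data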
#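 Test system: GST/Flag-tagged HCV core106 proteins; Medium: KF-containing HEPES buffer, pH 7.45, DTT, CHAPS, BSA; Times: compound-protein-antibody incubation 4 h at 22.5 °C; Detection: TR-FRET 671 and 617 nm emission; Benchmarks: wells lacking GST-core106 and wells with excess unlabelled core106.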
# PP5 primary: inhibitors of human protein phosphatase 5 (PP5); AID 1987; purified PP5c, OMFP substrate fluorescence; inhibition, % at 6.7 µM; P53041; 320,000 compounds, 0.18% hits;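 active = inhibition above the campaign's mean inhibition across all tested compounds plus 3 SD, cut at about 9.5% in these data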;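 also: 0% = DMSO only and 100% = 100 µM cantharidin control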
# Target sequence (P53041 whole entry, looked up): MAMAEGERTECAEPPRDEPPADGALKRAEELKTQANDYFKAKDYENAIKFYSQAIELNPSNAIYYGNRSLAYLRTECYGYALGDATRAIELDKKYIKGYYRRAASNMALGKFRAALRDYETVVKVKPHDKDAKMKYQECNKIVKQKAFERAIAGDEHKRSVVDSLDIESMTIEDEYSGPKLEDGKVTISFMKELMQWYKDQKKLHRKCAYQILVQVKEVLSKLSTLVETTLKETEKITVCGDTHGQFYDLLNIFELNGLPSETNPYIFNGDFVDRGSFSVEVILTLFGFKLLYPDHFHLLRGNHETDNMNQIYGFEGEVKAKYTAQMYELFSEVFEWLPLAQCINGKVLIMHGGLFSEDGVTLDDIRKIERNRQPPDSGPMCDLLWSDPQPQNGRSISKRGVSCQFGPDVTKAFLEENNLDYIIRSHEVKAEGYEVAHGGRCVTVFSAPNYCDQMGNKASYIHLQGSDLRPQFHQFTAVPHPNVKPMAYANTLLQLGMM
# PREPL inh: inhibitors of human prolyl oligopeptidase-like enzyme PREPL | Q4J6C6 | recombinant PREPL, fluorescence polarization activity-based probe | inhibition, % at 5.96 µM | 320,000 compounds, 0.68% hits; in the data active = inhibition above about 43%;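 also: 0% = enzyme with DMSO and 100% = wells lacking enzyme; many of its hits are not listed in these tables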
# JMJD2C inh: human JMJD2C demethylase inhibition. Q9H3R0. GST-JMJD2C(1-420) H3K9me3 demethylation, DELFIA europium. inhibition, % at 2.35 µM. 330,000 compounds, 0.069% hits. AID 2099;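 active = more than half of a compound's replicate wells show inhibition beyond 50%, single wells judged on their own value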;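 also: signal counts dimethyl H3K9 product captured on neutravidin plate; 0% = median of DMSO wells and 100% = 0.3 times that DMSO median; strong numbers were not always called active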
# TPT1 inh: inhibitors of Candida albicans tRNA 2'-phosphotransferase TPT1; recombinant caTPT1, FP RNA substrate dephosphorylation; inhibition, % at 5 µM; 300,000 compounds, 0.81% hits;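 active = inhibition above the mean of all tested compounds plus 3 SD, set per screening campaign, cut at about 24% in these data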;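 also: plate controls were DMSO alone for no effect and ferristatin control at 100 nM for full effect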
# CTSL1 counter: cathepsin L1 inhibition, PFM18AAP counter-screen. 300,000 compounds, 0.49% hits. inhibition, % at 5.96 µM. recombinant F. hepatica cathepsin L1, Z-Leu-Arg-MCA fluorescence;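 active = inhibition above the mean of all tested compounds plus 3 SD, set per screening campaign, cut at about 17% in these data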;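 also: 0% = plate median of test compound wells and 100% = 1 µM Z-Phe-Ala-diazomethylketone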
# Efflux pump mplx: inhibitors of Candida antifungal efflux pumps expressed in yeast | inhibition, % at 10 µM | 330,000 compounds, 0.44% hits | S. cerevisiae Candida pump triplex, Nile Red efflux;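 active = plate passing quality check with inhibition over a set limit, or well fluorescence over plate mean plus 4 SD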;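 also: Nile Red retained in pooled yeast measured as flow cytometry median fluorescence; 0% = buffer negative control and 100% = Enniatin B positive control; higher means more Nile Red kept so more efflux inhibition; some compounds called inactive have numbers as strong as hits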
# PP1 inh: counter-screen for PP5 inhibitors: inhibitors of human PP1-alpha; purified PP1alpha, OMFP fluorescence; AID 2235; 320,000 compounds, 0.9% hits; inhibition, % at 6.7 µM;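 active = inhibition above the mean inhibition of all tested compounds plus 3 SD, computed separately for each screening campaign, cut at about 15% in these data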
# Target sequence (P62136 whole entry, looked up): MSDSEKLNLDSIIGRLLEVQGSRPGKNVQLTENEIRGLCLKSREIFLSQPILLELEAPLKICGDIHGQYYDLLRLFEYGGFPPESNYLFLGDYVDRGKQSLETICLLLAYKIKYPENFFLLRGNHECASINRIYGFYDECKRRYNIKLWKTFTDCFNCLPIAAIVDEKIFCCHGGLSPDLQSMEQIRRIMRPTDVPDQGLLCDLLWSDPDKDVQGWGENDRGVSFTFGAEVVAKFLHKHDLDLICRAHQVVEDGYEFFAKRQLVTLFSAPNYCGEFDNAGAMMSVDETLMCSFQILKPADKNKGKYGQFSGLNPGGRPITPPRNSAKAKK
# * marks the source's active call; other numbers are inactive results; x = no result given. Some of the compounds tested (hit frequency here may not be typical).
SMILES,LYPLA2 counter,HCV core dimer,PP5 primary,PREPL inh,JMJD2C inh,TPT1 inh,CTSL1 counter,Efflux pump mplx,PP1 inh
CCN(CC)c1ccc(NC(=O)C(C)C)cc1,6,-4,-1.4,-2,-6,-2,8,-0.1,-6
CCOc1ccc(OCC)c(NC(=O)CC2Oc3ccccc3NC2=O)c1 (stereo not given),4,3,2.3,-5,69,-6,-2,-0.4,0
O=C(Nc1ccc(N2CCOCC2)cc1)C1CCCN(S(=O)(=O)c2ccccc2)C1 (stereo not given),-4,2,-2.5,9,-14,-3,2,0.2,-6
CCCSc1nc(N2CCOCC2)c2c(c1C#N)CC(C)(C)SC2,3,8,3.7,14,2,-3,-7,-0.1,0
CC(C)CC(=O)NS(=O)(=O)c1ccc(NC(=O)c2ccco2)cc1,-9,6,1.7,-11,-32,3,-7,0.1,-9
Cc1cccc(NC2=CC(=O)OC(C)C2)c1 (stereo not given),1,-5,0.8,4,5,0,-1,0.0,-1
COc1ccc(C(CC(=O)O)NC(=O)COc2ccccc2)cc1OC (stereo not given),-6,4,-1.6,11,2,2,2,0.1,-2
Cn1c(COc2ccc([N+](=O)[O-])cc2)nnc1SCC(=O)NCC1CCCO1 (stereo not given),0,-2,1.6,2,11,-4,-4,0.0,0
Cc1cc(C)nc(NC(=O)COc2cc(Cl)cc(Cl)c2)n1,-1,-1,-0.8,-4,4,-4,-1,0.1,2
Cc1cccc(OCC(=O)Nc2nnc(S(=O)(=O)N3CCCCCC3)s2)c1,-3,15,-1.6,-1,-9,2,5,-0.5,6
Cc1ccccc1C(=O)NNC(=O)C(=O)Nc1cccc(Cl)c1C,8,-5,-1.1,7,-26,-6,4,-0.1,-4
Cc1cc(C)n(CC(=O)N2c3ccccc3Sc3ccc(C(F)(F)F)cc32)n1,-4,-2,2.5,4,21,2,0,0.0,-1
COc1ccc(-c2c(NC(=O)c3ccco3)oc3ccccc3c2=O)cc1OC,1,3,2.7,1,1,-3,-1,0.0,-3
Oc1ccc(/C=N/NC(=S)NCC2CCCO2)cc1 (stereo not given),5,-2,2.2,2,1,2,-2,0.2,-3
Cc1c(Cc2ccccc2)c(=O)oc2cc(O)ccc12,0,2,0.4,-14,-5,-3,4,0.0,4
N=C(c1cccc([N+](=O)[O-])c1)N1CCCCCC1,5,-2,-1.8,28,-6,-7,6,-0.1,2
CC1CCN(CC(=O)NC(=O)NCc2ccccc2)CC1,1,-4,3.4,-9,4,2,-2,0.1,-3
Cn1c(SCc2ccccc2)nnc1-c1ccc2c(c1)OCO2,0,3,1.2,11,-8,0,1,-0.3,-2
COc1ccc(NC(=O)CC2C(=O)N(c3ccc(OC)cc3)C(=O)N2CCN2CCN(C)CC2)cc1 (stereo not given),1,1,-0.5,12,8,0,1,0.0,-1
CN(C)CCNC(=O)Cn1nc(-c2ccc(Cl)cc2)ccc1=O,5,-2,2.8,5,-9,-1,1,0.1,-1
O=C(O)c1cc(N/N=C/c2ccncc2)ccc1Cl,-7,-5,11*,3,3,3,0,0.1,-8
CCC(C(=O)OC)n1cnc2c(nnn2-c2ccc(OC)cc2)c1=O (stereo not given),5,-6,0.1,2,-40,-1,0,-1.1,0
COc1ccc(NC(=O)CSc2nc3ccccc3c(=O)n2C)cc1,5,11,2.0,-3,3,1,-2,0.0,-3
COc1cccc(C2=NOC(C(=O)Nc3ccc4c(c3)OCO4)C2)c1OC (stereo not given),-1,7,-1.9,-3,-2,-2,0,-0.1,-3
Cc1ccc(NC(=O)N2CCC(=O)N2)cc1,0,-8,1.7,-11,3,1,-3,0.3,-1
COc1ccc(C2=NN(C(=O)CCC(=O)O)C(c3ccc(F)cc3)C2)cc1 (stereo not given),-2,2,3.9,-2,-1,-1,3,-0.1,2
Cn1c(-c2cccc([N+](=O)[O-])c2)[n+](C)c2ccccc21,-2,-2,-0.9,14,-1,1,2,0.1,-3
COc1ccc(/C=N/n2cncn2)cc1Cn1nc(C)c([N+](=O)[O-])c1C,6,-1,-2.7,2,7,-2,-1,-0.1,0
COc1ccc(OC)c(C2N(c3ccc(Cl)cc3)C(=O)C3CCCN32)c1 (stereo not given),3,-2,3.7,9,-11,8,1,0.2,-6
CCOCCCNC(=S)N1C2CCC1CC(NC(=O)NC1CCCCC1)C2 (stereo not given),-1,0,1.4,7,-3,-3,-3,0.1,-2
O=C(NC1CCCCCC1)C1CC(=O)N(Cc2ccccc2)C1 (stereo not given),4,-3,-1.2,9,-4,-3,2,-0.2,-2
Cc1cc(/C=N/N2CCN(C)CC2)c(C)n1-c1ccccc1F,-2,-6,1.7,-4,6,2,0,0.0,-3
Cc1cc(C(=O)NCC(=O)OCC(=O)NCC2CCCO2)ccc1[N+](=O)[O-] (stereo not given),5,x,0.8,2,5,x,x,-0.3,1
CSc1nc(Sc2ccc(Cl)cc2)c2ccccc2n1,-6,12,3.6,9,-9,-4,0,0.2,-3
CC(C)C(=O)NNC(=O)c1ccccn1,3,0,1.0,11,1,-2,-2,4.2,1
CC(=O)CSc1nc2ccccc2o1,-1,3,-1.5,17,6,-2,3,0.0,-2
CCN(Cc1ccncc1)C(=O)c1ccccc1NS(=O)(=O)c1ccc(Br)cc1,-3,8,-0.4,15,12,-2,6,0.0,-2
C=CCNS(=O)(=O)c1ccc2nsnc2c1,4,2,1.8,2,4,2,0,0.0,-1
CCOC(=O)c1c(O)c2c([nH]c1=O)CCCC2,4,-6,1.0,5,-3,1,-3,0.0,1
CC(C)(C)NC(=O)C(c1ccncc1)N(Cc1cccs1)C(=O)c1csnn1 (stereo not given),0,0,0.1,-4,-13,1,-1,-0.1,3
Cc1cccc(C)c1N=Cc1c(O)n(-c2nccs2)c(=O)c2ccccc12,9,5,3.7,2,6,1,3,0.0,4
Clc1ccc(Cl)c2sc(N3CCOCC3)nc12,6,-3,2.5,1,-5,2,-3,-0.1,5
CCN(CC)c1ccc(NC(=O)COC(=O)COc2ccccc2[N+](=O)[O-])cc1,0,-7,1.2,-2,-4,-2,-12,0.3,-2
CC(CS(=O)(=O)c1cccc2cccnc12)N1CCCCC1 (stereo not given),-16,0,1.0,-2,1,-13,1,-0.2,0
CCC(C)(C)NCC(=O)Nc1ccc(OC(F)(F)F)cc1,8,-2,0.5,0,4,2,2,-0.1,-1

# One compound at a time, as listed above. Values in the order: LYPLA2 counter | HCV core dimer | PP5 primary | PREPL inh | JMJD2C inh | TPT1 inh | CTSL1 counter | Efflux pump mplx | PP1 inh
# O=C(NC1CCCCCC1)C1CC(=O)N(Cc2ccccc2)C1 (stereo not given) reads 4 | -3 | -1.2 | 9 | -4 | -3 | 2 | -0.2 | -2
# Clc1ccc(Cl)c2sc(N3CCOCC3)nc12 reads 6 | -3 | 2.5 | 1 | -5 | 2 | -3 | -0.1 | 5

# (more compounds)
SMILES,LYPLA2 counter,HCV core dimer,PP5 primary,PREPL inh,JMJD2C inh,TPT1 inh,CTSL1 counter,Efflux pump mplx,PP1 inh
CN1C[C@@H]2C(c3ccccc3)C3(c4cccnc4)CC2(C3)[C@H]1c1ccccc1 (stereo not given in full),-6,-6,0.8,12,1,1,2,-0.1,4
COc1ccc(NC(=O)c2ccc(COCC(F)(F)C(F)F)cc2)cc1OC,12,1,3.2,0,-3,-5,-3,0.0,-1
Cc1ccccc1CN1CCN(CC(=O)NCc2ccccc2)C1=O,4,-8,-0.6,-5,5,0,-2,-0.1,-1
O=c1c2c(nc3cc(-c4cccc(Cl)c4)[nH]n13)CCC2,0,-2,5.6,12,0,0,0,-0.1,3
Cn1cc(Br)c(C(=O)N/N=C/c2cccc(OC3CSC3)c2)n1,1,-1,1.0,1,0,-3,0,0.5,-3
CC1C(=O)C(C)C(c2ccc(Cl)cc2)NC1c1ccc(Cl)cc1 (stereo not given),-2,7,6.0,-8,-14,-4,5,0.1,-2
Cc1cccc(C(=O)Oc2csc(=S)n2C(=O)c2cccc(C)c2)c1,4,-2,5.0,3,-3,8,6,0.5,0
O=C(OCn1nnc2ccccc2c1=O)C1COc2ccccc2O1 (stereo not given),1,-9,-0.6,11,0,2,-5,-0.2,-3
CC(=O)c1ccc(OCc2cc(C(=O)N(C)CCOc3ccc(C)cc3)no2)cc1,26*,-1,1.3,-22,11,-3,4,0.0,2
O=C(c1ccccc1Br)N1CCN(c2ccccn2)CC1,5,-15,1.4,9,6,-2,1,0.0,1
Cc1ccc(S(=O)(=O)Nc2ccc(S(=O)(=O)NC(C)(C)C)cc2)cc1,-8,0,-0.1,-7,1,-3,-1,0.0,-2
CCCc1cnc(N2CCN(C(=O)c3c(-c4ccccc4)noc3C)CC2)nc1,5,-4,1.6,8,-22,-2,-3,0.0,0
CCSc1nc(N)c(NC(=O)c2ccc(Br)o2)c(=O)[nH]1,13,0,-1.8,-1,5,-2,4,-0.2,-2
CCCN(C1CCS(=O)(=O)C1)S(=O)(=O)c1ccc2ccccc2c1 (stereo not given),-6,x,3.1,-2,4,x,x,-0.1,-5
N#Cc1ccc(C(=O)Nc2cc(C3CC3)nn2-c2ccccc2)cc1,-9,8,-2.3,0,-6,2,-2,x,-3
Nc1nnc(SCC(=O)Nc2nnc(-c3ccccc3)o2)s1,-3,x,0.5,5,-9,x,x,0.0,-2
Cc1nc(NC(C)c2ccccc2)c2c3c(sc2n1)CCC3 (stereo not given),-2,1,1.0,-3,7,-3,0,0.0,1
COc1ccc(CCn2c(=N)c(C(=O)NCCN3CCOCC3)cc3c(=O)n4ccccc4nc32)cc1OC,0,3,-0.7,13,-7,6,-1,0.0,2
COc1cc(NC(=O)c2ccccc2)cc(OC)c1,3,-2,2.4,-9,3,1,0,0.0,-1
COc1ccccc1Nc1ncnc2c1c(C)c(C)n2CCCN(C)C,1,-4,0.4,4,-22,-1,-2,-0.1,0
CN1CCN(c2cc(C(F)(F)F)nc3ccc(F)cc23)CC1,3,0,-1.0,3,-3,-4,4,0.1,-5
CCOc1cc(OCC)nc(S(C)(=O)=O)n1,-4,2,-0.4,4,36,-1,3,-0.4,-1
Cc1cccc(NC(=O)c2oc(=O)c3ccccc3c2-c2ccccc2)c1C,-3,2,3.8,-11,7,3,0,0.1,6
Cc1cc(C)c(C(=O)NNC(=O)c2cccnc2)c(C)c1,-4,-8,1.5,2,3,-6,2,0.0,1
Cc1ccc(C)c(Cn2c(=O)n(CCCC(=O)NCc3ccco3)c(=O)c3ccccc32)c1,4,14,-0.5,-9,-5,-3,-2,0.0,-2
COc1ccc(C(=O)Nc2nncs2)c(OC)c1,-1,2,0.5,-5,-14,-2,0,0.0,0
c1ccc(-c2cc3c(N4CCN(c5ncccn5)CC4)ncnc3s2)cc1,0,-2,6.4,-5,-5,-4,-1,-0.1,-1
COc1cc(OC)cc(N2C(=O)CSCC2=O)c1,3,-5,-2.2,18,-5,-6,9,-0.3,3
CC1CN(Cc2nc3c(c(=O)[nH]c(=O)n3C)n2CC(N)=O)CC(C)O1 (stereo not given),-4,0,1.5,-5,-5,0,-3,-0.1,-3
CCOC(=O)c1c(-c2ccco2)csc1NC(=O)COC(=O)c1cnc(C)cn1,-2,52*,1.5,-3,-48,2,31*,0.1,2
COc1ccc(N2CCN(C3CCCN(S(=O)(=O)c4ccc(C)cc4C)C3)CC2)cc1 (stereo not given),6,-9,0.4,5,1,-1,2,0.0,3

# Compound activity (PubChem)
